# GFP derepression = derepresses silenced GFP locus in mouse C127i cells; mouse C127i GFP locus derepression, cytometry, 30 h; Potency, µM (titrated, usually from 46.1 µM), for the others: top-dose GFP derepression (activation); 0.09% of 68,000 active; AID 597; note: % of control where 0% means no effect
#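 Murine C127i mammary cells carrying a silenced, stably integrated CMV-driven GFP reporter were treated with compound for 30 hours at 37 C. After PBS washes, GFP-positive cells were counted by laser-scanning microplate cytometry.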
# Casp1 inh = blocks human caspase-1 allosterically or competitively; P29466; Caspase-1 enzyme, Ac-WEHD-AFC fluorogenic rate; Potency, µM (doses to about 57.5 µM), for inactives: at the top dose activity change, negative = inhibition, most hits filed as inhibitors; 0.03% of 75,000 active;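 note: potency is the fitted concentration of half-maximal effect; plate controls were vehicle for no effect and no substrate for full effect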
# BRCT inh green = blocks human BRCA1 BRCT binding to phosphopeptide, green readout. P38398. BRCA1 BRCT-phosphopeptide binding, green fluorescence polarization. Potency, µM (doses to about 76.9 µM), inactives show at the top dose activity change, negative = inhibition, most hits filed as inhibitors. 0.05% of 75,000 active. AID 875;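 note: potency is the fitted concentration of half-maximal effect; plate controls were peptide without protein for full effect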
#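 Fluorescence polarization: His-tagged BRCT (~35 kDa BRCA1 C-terminus, 250 nM) bound to 100 nM fluorescein-labeled phosphorylated 10-aa BACH1 peptide, pH 7.3 phosphate buffer with DTT and Tween 20. Compounds incubated 12 min at room temperature; inhibition read as lowered polarization.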
# BRCT PPI red = disrupts BRCA1 BRCT binding to phosphoprotein, red fluorophore readout; P38398; BRCT-phosphopeptide binding, red fluorescence polarization; Potency, µM (series often up to 76.9 µM), without a hit: top-dose activity change, negative = inhibition, hits mostly inhibitors; 0.03% of 75,000 active; note: % is set by controls: 0 for no effect and ±100 for the full control effect
#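 Rhodamine-labelled pBACH1 10-mer (100 nM) bound to BRCT domain (100 nM) at pH 7.3; compounds incubated 12 min room temperature, polarization read. Free peptide defines full inhibition; unlabelled decapeptide titrated as control.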
# USP2a inh = USP2a (human) protease inhibition | O75604 | USP2a enzymatic assay, qHTS inhibition | Potency, µM (series often up to 38.3 µM), without a hit: top-dose activity change, negative = inhibition, hits mostly inhibitors | 0.1% of 60,000 active | AID 927;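 note: potency is the fitted concentration of half-maximal effect; nearly all actives have a fitted effect of over 60% in size; plate controls were DMSO for no effect and NEM full inhibition control for full effect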
#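 20 nM USP2 core + cpd, 30 min RT; add 20 nM Ub-PLA2/20 uM NBD C6-HPC; read Ex460/Em535 at 0 h and 2.5 h. Normalized to NEM; qHTS curve fit/classification.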
# UbGFP stabilizer = proteasome inhibitors stabilizing ubiquitin-GFP reporter | AID 526 | Ubiquitin-GFP reporter cells, proteasome inhibition, GFP fluorescence; response scale: untreated = 0%, 10 µM MG-132 = 100% | Potency, µM (top dose mostly 45.9 µM), for inactives: top-dose activation (GFP accumulation), hits mostly activators | 67,000 tested, under 10 active; active = well fitted activation curve with a large enough effect, not every such curve was filed as active; inconclusive = small, poorly fitted or top-dose-only effect, or another doubt; inactive = no such curve, though single readings can be large or run the other way; note: potency is the fitted concentration of half-maximal effect
#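 U2OS cells stably expressing ubiquitin(G76V)-GFP, seeded overnight in 0.5% FBS medium, were exposed to compounds (qHTS, 46 uM to 2.9 nM) for 4 hr at 37 °C. GFP-positive cells were counted by laser cytometry (488 ex/515 em), normalized between basal and 10 uM MG-132.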
# A350 fluor = A350 region autofluorescence; Compound autofluorescence, 340/450 nm, Alexa 350 dye-equivalents; hits give high values; 11% of 59,000 active; max dye-equivalent concentration, M; AID 590; in the data active = max dye-equivalent concentration above about 10 nM; inconclusive = mostly about 1.1 nM to 9.6 nM
# HEK293 cAMP ctrl = raises cAMP in parental HEK293 cells, TSHR agonist counter-screen | parental HEK293 CNG cAMP sensor, membrane potential fluorescence | Potency, µM (top dose mostly 57.1 µM), inactives show at the highest dose activation, usual class: activators | 2.5% of 73,000 active | AID 938; note: potency is the fitted concentration of half-maximal effect; % of control where 0% means no effect; nearly all actives have a fitted effect of over 55% in size
#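 Parental HEK 293 cells stably expressing a modified CNG channel (no TSHR) report cAMP rise as membrane depolarization. Membrane potential dye with 100 uM RO 20-1724 was loaded for 60 min at room temperature, then compound added for 30 min; fluorescence read at 590 nm.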
# 4-MU autofl = 4-MU region autofluorescence. AID 589. max dye-equivalent concentration, M. compound autofluorescence, 340/450 nm, 4-MU equivalents; hits give high values. 11% of 59,000 active; in the data active = max dye-equivalent concentration above about 10 nM; inconclusive = mostly about 1.1 nM to 9.6 nM
#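 Compounds in 100 mM Tris, pH 8.0, incubated 15 min at room temperature, then fluorescence read at 340 nm excitation/450 nm emission. Signal converted to 4-MU dye-equivalent concentration using an on-plate six-point 4-MU standard curve.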
# Fluorescein autfl = fluorescein region autofluorescence | Compound autofluorescence, 480/540 nm, fluorescein-equivalent; hits give high values | max fluorescein-equivalent concentration, M | 0.91% of 59,000 active; in the data active = max fluorescein-equivalent concentration above about 10 nM; inconclusive = between about 1.1 nM and that limit
#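 In this qHTS profile, compound fluorescence was measured with a 480 nm/540 nm filter pair following a 15-min room-temperature incubation in 100 mM Tris (pH 8.0). A six-point fluorescein series on each plate served for normalization.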
# Casp7 inh = caspase-7 (human) inhibition, allosteric or competitive. recombinant caspase-7, Ac-DEVD-AFC fluorescence rate. P55210. 0.02% of 75,000 active. Potency, µM (doses to about 57.5 µM), without a hit: at the highest dose activity change, negative = inhibition, actives largely listed as inhibitors; active = well fitted inhibition curve with a large enough effect in the main read-out, with a control signal flat, not every such curve was filed as active; inconclusive = small, poorly fitted or top-dose-only effect, or a change in a side signal; note: potency is the fitted concentration of half-maximal effect; % of control where 0% means no effect
# * = called active by the depositor; i = inactive; ? = inconclusive; . = no result given; [ ] = another dose, or the depositor's remark. Unless noted, calls come from the whole dose curve; as a rule, active = well fitted curve in the direction sought with a large enough effect; inconclusive = small, poorly fitted or top-dose-only effect, or another doubt; inactive = no such curve, though single readings can be large; an effect the other way counts as inactive or inconclusive. Only part of the results is shown; count on the stated rates, not on these rows.
SMILES,GFP derepression,Casp1 inh,BRCT inh green,BRCT PPI red,USP2a inh,UbGFP stabilizer,A350 fluor,HEK293 cAMP ctrl,4-MU autofl,Fluorescein autfl,Casp7 inh
Cc1cc(Cl)cc(C)c1OCCCCn1ccnc1,-3%,-1%,3.5%,0.9%,42%[activator],-11%,i,28%,i,i,-1%
Cc1ccc(Nc2nc(N)nc(CN3CCN(Cc4ccc5c(c4)OCO5)CC3)n2)c(C)c1,0%,0%,-0.6%,-2.1%,32%[activator],-2%,i,13%,i,i,2%
Cc1ccc(N2CCN(C(=O)c3ccccc3Br)CC2)c(C)c1,-3%,-3%,-1.8%,1.2%,28%,-3%,i,21%,i,i,-5%
CCOc1ccccc1NC(=O)Cn1c(=O)n(CCC(=O)NC2CCCC2)c(=O)c2ccccc21,0%,0%,-0.3%,-0.1%,7%,14%,i,?,i,i,0%
Cc1nc2c(sc3nc4c(cc32)COC(C)(C)C4)c(=O)n1CC(=O)NCc1ccco1,0%,0%,-2.0%,0.9%,2%,-1%,?,8%,?,i,0%
O=C(CN(c1cccc(C(F)(F)F)c1)S(=O)(=O)c1ccccc1)N1CCOCC1,6%,-1%,-1.7%,1.6%,13%[7.66 µM],21%[9.17 µM],.,6%[11.4 µM],.,.,0%
Cc1ccc2[nH]c(=O)c(CN(Cc3ccccc3)Cc3nnnn3C3CCCC3)cc2c1,1%,?,-2.6%,0.3%,31%[activator],-3%,?,25µM*,?,i,-1%
COc1cc2c(cc1OC)-c1c(OC)c(OC)cc3ccnc(c13)C2=O,-2%[9.22 µM],?,-11%,0.7%,.,5%,i,-5%,i,i,-7%
COc1ccccc1-n1nnnc1SCC(=O)NC1CCCC1,-2%,1%,-0.3%,0.5%,2%,-4%,?,10%,i,i,1%
O=C(NCCC1=CCCCC1)N[C@@H](Cc1ccccc1)C(=O)O,0%,0%,0.4%,-0.6%,-2%,0%,i,8%,i,i,-1%
O=C(COC(=O)CCCNC(=O)c1ccc(Cl)cc1)NC1CC1,3%,1%,-1.7%,-0.4%,0%,-8%,?,3%[2.29 µM],i,i,1%
CCOP(=O)(c1ccc(N(C)C)cc1)C(O)c1ccc(Cl)cc1 (stereo not drawn),1%,-1%,0.1%,-0.3%,15%,1%,?,21%,?,?,0%
O=C(NC1CCCC1)C1CC(=O)N(CCc2ccccc2)C1 (stereo not drawn),0%,-1%,-0.8%,1.9%,-1%,7%,?,7%,?,i,0%
COC(=O)c1ccccc1NC(=O)c1ccc(-c2ccccc2F)o1,6%,1%,-0.3%,-2.2%,-5%,-1%,6.1e-08M*,21%,7.3e-08M*,i,0%
CC(=O)Nc1ccc(S(=O)(=O)N2CCCc3ccccc32)cc1,2%,0%,-3.1%,0.6%,-4%,-4%,?,4%,i,?,-2%
C/C(=N\O)C(=O)NCC1CCNCC1,-1%,0%,0.3%,-3.4%,-1%,2%,i,5%,i,?,1%
COCc1cc(C)nc(N2CCN(c3ccccc3)CC2)c1C#N,-2%,0%,-1.5%,-2.0%,-18%,25%,.,24%,.,.,-1%
CCCn1c(-c2ccc(F)cc2)n[nH]c1=S,0%,-1%,-0.3%,-0.8%,5%,0%,i,3%,i,i,-1%
COc1cccc(-c2cc(C(F)(F)F)n3nc(N)nc3n2)c1,6%,-1%,-2.4%,1.6%,0%,-2%,i,-1%,i,i,0%
O=C(C1CC1)N1CCc2cc(Br)cc(S(=O)(=O)NCCCN3CCCC3)c21,-4%,-1%,1.0%,-1.9%,6%,-1%,i,25%,i,i,-1%
O=C(COc1ccccc1Cl)Nn1cnnc1,0%,-3%,-2.5%,-0.4%,2%,0%,.,2%,.,.,0%
CS(=O)(=O)N(Cc1nnc(-c2cccs2)o1)c1ccc(Cl)cc1F,1%,1%,0.9%,-3.5%,3%,-4%,?,18%,?,?,-3%
CC(=O)c1cnc(Nc2nc(C)c3cccc(C)c3n2)nc1C,2%,0%,-2.0%,0.2%,.,3%,i,5%,i,i,1%
CCCCCCOC(=O)NCC(O)c1ccccc1 (stereo not drawn),5%,2%,-1.6%,1.5%,8%,-3%,.,12%,.,.,0%
Cc1ccc(C)c(NC(=O)CSc2nc3c(c(=O)n2C)SC(C)C3)c1 (stereo not drawn),.,-2%,1.1%,1.7%,.,-15%,.,24%,.,.,1%
ON1C2CCCCC2N(O)C1c1c(F)c(F)c(F)c(F)c1F (stereo not drawn),0%,-9%,-2.6%,-0.7%,?,-5%,i,-1%,i,i,-5%
CCOC(=O)c1cc(-c2ccccc2)sc1NC(=O)C(C)Sc1nnnn1C (stereo not drawn),0%,-3%,1.3%,1.5%,0%,0%,i,17%,i,?,-3%
O=C(c1ccccc1F)N(Cc1ccccc1)C1CCS(=O)(=O)C1 (stereo not drawn),0%,-1%,-0.5%,-1.0%,2%,1%,i,13%,i,i,0%
Nc1c(-c2ccccc2)n[nH]c1-c1ccccc1,-3%,-1%,-2.1%,0.0%,0%,1%,?,-18%,i,i,-4%
O=C(Nc1cc(C(F)(F)F)ccc1N1CCOCC1)c1c(F)c(F)c(F)c(F)c1F,2%,1%,-0.4%,0.1%,-5%,2%,i,4%,i,?,-1%
CCOc1ccc2nc(C)cc(C(=O)O)c2c1,-3%,-1%,0.4%,0.3%,-5%,-2%,1.5e-07M*,7%,1.5e-07M*,i,-1%
Cc1cccc(CNc2ncncc2-c2ccccc2C(F)(F)F)c1,-1%[9.22 µM],-1%,0.4%,-0.6%,-6%,2%,i,10%,i,i,-6%
Cc1noc(C)c1COC(=O)C1COc2ccccc2O1 (stereo not drawn),14%,-2%,-0.6%,-0.3%,-1%,-2%,i,-5%,i,i,1%
COC(=O)c1ccccc1NC(=O)CN(C1CCCCC1)S(C)(=O)=O,9%,0%,0.2%,0.1%,4%,-3%,?,0%,?,i,0%
O=c1cc(CF)[nH]c(=S)[nH]1,-2%[9.22 µM],-2%[11.5 µM],-1.6%[15.4 µM],-0.2%[15.4 µM],.,-7%[9.17 µM],i,2%[11.4 µM],i,i,-1%[11.5 µM]
COc1cccc(-n2ccnc2SCC(=O)Nc2cc(OC)ccc2OC)c1,10%,-4%,0.3%,0.6%,-2%,-7%,i,?,i,i,1%
Nc1c(C(=O)NC2CC2)c2nc3ccccc3nc2n1-c1ccc2c(c1)OCO2,5%,?,-1.2%,-0.1%,50%[activator],.,3.6e-08M*,-4%,3.3e-08M*,i,-22%
O=C(NCc1ccco1)c1cc(-c2cccnc2)nc2ccccc12,1%,-2%,1.3%,0.3%,14%,8%,i,9%,i,i,-2%
COc1cc(/C=C(\C#N)C(N)=O)cc(CSc2nc3ccccc3s2)c1O,-1%,-4%,9.4%,-0.2%,.,-4%,.,1%,.,.,-7%
CC(C)c1nnc(NC(=O)CCC(=O)NCc2ccco2)s1,4%,0%,-2.5%,1.2%,9%,1%,i,-6%,i,i,0%
O=C(CSc1nnc(-c2ccccn2)n1Cc1ccccc1)NC1CCCC1,2%,1%,1.1%,0.6%,.,0%,i,?,i,i,3%
Cc1ccc(NC(=O)C2CCCN2S(=O)(=O)c2cccc3cccnc23)cc1F (stereo not drawn),0%,1%,1.5%,-1.2%,.,-5%,.,?,.,.,-3%

# 4 entries already listed, arranged by number of heavy atoms, ascending:
SMILES,GFP derepression,Casp1 inh,BRCT inh green,BRCT PPI red,USP2a inh,UbGFP stabilizer,A350 fluor,HEK293 cAMP ctrl,4-MU autofl,Fluorescein autfl,Casp7 inh
CC(C)c1nnc(NC(=O)CCC(=O)NCc2ccco2)s1,4%,0%,-2.5%,1.2%,9%,1%,i,-6%,i,i,0%
O=C(NCc1ccco1)c1cc(-c2cccnc2)nc2ccccc12,1%,-2%,1.3%,0.3%,14%,8%,i,9%,i,i,-2%
O=C(CSc1nnc(-c2ccccn2)n1Cc1ccccc1)NC1CCCC1,2%,1%,1.1%,0.6%,.,0%,i,?,i,i,3%
Nc1c(C(=O)NC2CC2)c2nc3ccccc3nc2n1-c1ccc2c(c1)OCO2,5%,?,-1.2%,-0.1%,50%[activator],.,3.6e-08M*,-4%,3.3e-08M*,i,-22%

# Individual results from the list:
# Nc1c(C(=O)NC2CC2)c2nc3ccccc3nc2n1-c1ccc2c(c1)OCO2 @ 4-MU autofl: 3.3e-08M*
# O=C(CSc1nnc(-c2ccccn2)n1Cc1ccccc1)NC1CCCC1 @ BRCT inh green: 1.1%
